# Screening results: PubChem BioAssay, NMMLSC
# Avidin bead fluor: compound fluoresces at 488/530 nm on avidin beads | compound fluorescence 488/530 nm, flow cytometry; hits give high values | fluorescence (KMESF) at 10 µM | hit rate 0.38% among 220,000 | AID 1775; in the data active = fluorescence above about 47; note: inactives centre near 10
# RGS4-Gao reg: human RGS4-Galphao interaction regulation | hit rate 0.33% among 220,000 | Multiplexed bead flow cytometry, RGS4-Galphao binding; actives lie on both sides | P09471 | binding response (% of control), % at 10 µM; in the data active = binding response below about 49% or above about 150%; inactive = in between;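 note: fluorescent Galphao activated with aluminum fluoride binding bead-coupled RGS4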
# Target sequence (P09471 whole entry, looked up): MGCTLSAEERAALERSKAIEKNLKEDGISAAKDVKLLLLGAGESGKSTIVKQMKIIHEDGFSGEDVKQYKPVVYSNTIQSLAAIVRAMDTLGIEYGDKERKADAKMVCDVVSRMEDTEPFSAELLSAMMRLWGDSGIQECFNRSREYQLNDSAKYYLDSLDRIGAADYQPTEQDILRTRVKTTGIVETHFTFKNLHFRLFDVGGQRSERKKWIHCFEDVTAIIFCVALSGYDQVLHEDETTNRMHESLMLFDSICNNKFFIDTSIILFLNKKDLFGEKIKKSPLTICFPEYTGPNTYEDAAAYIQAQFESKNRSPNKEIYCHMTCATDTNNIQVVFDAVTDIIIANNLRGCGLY
# ABCG2 block: inhibitors of human ABCG2 transporter, ABCB1 counter-screen | IgMXP3 cells, JC-1 efflux, flow cytometry | Q9UNQ0 | inhibition, % at 6.6 µM | hit rate 0.1% among 190,000;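 active = inhibition above 80%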;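 note: 0% = DMSO and 100% = nicardipine control wells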
#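 Test system: ABCG2 IgMXP3 and barcoded ABCB1 CCRF-Adr cell mix; Schedule: cells with compound and JC-1, 10 min at 25 °C, rotating, no wash; Technique: flow cytometry of retained JC-1 fluorescence; Measure: % inhibition of efflux relative to nicardipine and DMSO; Controls: nicardipine high and DMSO low controls.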
# RGS7-Gao: regulators of human RGS7-Galphao interaction; binding response (% of control), % at 10 µM; Multiplexed bead flow cytometry, RGS7-Galphao binding; actives lie on both sides; AID 1439; P09471; hit rate 0.35% among 220,000; in the data active = binding response below about 49% or above about 150%; inconclusive = no clear call, values can overlap the other calls; inactive = in between;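 note: fluorescent Galphao held in activated GDP-AlF4 state binding bead-coupled RGS7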
# GSH bead fluor: GSH bead compound fluorescence profile | fluorescence (KMESF) at 10 µM | hit rate 0.25% among 190,000 | GSH beads flow cytometry, compound fluorescence 488/530 nm; hits give high values; in the data active = fluorescence above about 89;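 note: glutathione beads carrying GST-tagged Bcl family fusion proteins plus one bare bead set; values are compound well signal with DMSO vehicle wells as background; inactives centre near 16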
# Bim-Bcl-2: inhibitors of Bim-Bcl-2 interaction, human. P10415. Bead-based flow cytometry, Bim peptide-Bcl-2 binding. inhibition, % at 10 µM. hit rate 0.06% among 190,000. AID 950; in the data active = inhibition above about 40%; inconclusive = no clear call, values can overlap the other calls;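 note: 0% = no compound wells with probe peptide and 100% = reference peptide inhibitor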
# Target sequence (P10415 whole entry, looked up): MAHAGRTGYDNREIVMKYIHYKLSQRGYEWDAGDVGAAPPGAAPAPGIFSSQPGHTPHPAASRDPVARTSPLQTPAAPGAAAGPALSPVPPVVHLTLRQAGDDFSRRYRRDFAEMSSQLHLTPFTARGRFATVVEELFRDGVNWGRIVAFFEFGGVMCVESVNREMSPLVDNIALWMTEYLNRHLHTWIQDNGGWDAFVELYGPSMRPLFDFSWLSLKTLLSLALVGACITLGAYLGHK
# Bim-Bfl-1: human Bim-Bfl-1 interaction inhibition | Bead-based flow cytometry, Bim-Bfl-1 binding inhibition | inhibition, % at 10 µM | hit rate 0.12% among 190,000;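 note: 0% = wells without compound plus tracer and 100% = blocker peptide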
# Bcl-W Bim block: inhibitors of Bim-Bcl-W interaction, human; inhibition, % at 10 µM; bead-based flow cytometry, Bim peptide-Bcl-W binding; Q92843; hit rate 0.02% among 190,000; AID 952;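 note: 0% = bound tracer without compound and 100% = peptide blocker; higher means less fluorescent Bim peptide bound to Bcl-W beads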
# ABCB1 block: blocks JC-1 efflux by human ABCB1 transporter | P08183 | CCRF-Adr cells, flow cytometry | inhibition, % at 6.6 µM | hit rate 0.067% among 190,000 | AID 1326; in the data active = inhibition above about 40%;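 note: 0% = vehicle and 100% = reference inhibitor; higher value means more JC-1 retained so stronger ABCB1 efflux block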
# Bim-Bcl-B: disrupts Bim peptide binding to human Bcl-B. Q9HD36. bead-based flow cytometry. inhibition, % at 10 µM. hit rate 0.073% among 190,000. AID 951;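 note: 0% = tracer peptide without compound and 100% = reference inhibitor peptide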
# Target sequence (Q9HD36 whole entry, looked up): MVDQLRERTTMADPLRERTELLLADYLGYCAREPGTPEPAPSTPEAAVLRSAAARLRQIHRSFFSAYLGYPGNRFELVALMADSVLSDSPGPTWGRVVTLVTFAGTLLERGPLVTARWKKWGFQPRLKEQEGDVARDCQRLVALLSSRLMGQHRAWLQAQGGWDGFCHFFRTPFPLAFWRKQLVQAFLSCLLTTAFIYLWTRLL
# Bcl-XL Bim block: disrupts Bim peptide binding to human Bcl-XL; Q07817; bead flow cytometry, fluorescence; inhibition, % at 10 µM; hit rate 0.04% among 190,000; AID 1007
# Target sequence (Q07817 whole entry, looked up): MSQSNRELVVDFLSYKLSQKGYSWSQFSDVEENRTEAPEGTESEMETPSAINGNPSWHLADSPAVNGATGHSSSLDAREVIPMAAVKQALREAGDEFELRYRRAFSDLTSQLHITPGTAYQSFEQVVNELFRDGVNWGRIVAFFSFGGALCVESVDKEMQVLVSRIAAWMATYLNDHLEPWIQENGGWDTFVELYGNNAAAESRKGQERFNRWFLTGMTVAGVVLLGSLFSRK
# * hit, by the source's call; ? = inconclusive; . = no result given. Cut-off read from the data, not from the text of the source, unless noted: active = inhibition above about 40%.
nr | compound | ABCG2 block | GSH bead fluor | ABCB1 block | Bim-Bfl-1 | Avidin bead fluor | Bcl-XL Bim block
1 | COc1ccc([N+](=O)[O-])cc1NC(=O)c1ccc(CN(c2ccccc2)S(C)(=O)=O)cc1 | 5 | 9 | 0.5 | -5 | 1 | -11
2 | CC1CCCCN1CCNS(=O)(=O)c1ccc2c(c1)oc(=O)n2C (stereo unspecified) | 0 | 69 | -0.1 | -13 | 11 | 8
3 | CNC(=O)c1ccsc1NC(=O)CCS(=O)(=O)c1ccccc1 | 0 | 11 | -0.5 | 0 | 20 | 0
4 | CN(C)CCN=Cc1c(O)n(Cc2ccc3c(c2)OCO3)c(=O)c2ccccc12 | 16 | 13 | 1.1 | -5 | 11 | -1
5 | O=c1cc(CSc2nc3ccccc3[nH]2)c2ccccc2[nH]1 | 2 | 14 | 0.2 | -1 | 15 | -2
6 | O=C(c1ccc(F)cc1)C1CCN(C(=O)c2ccncc2)CC1 | 1 | 16 | 0.3 | 0 | 22 | 0
7 | O=C(O)CSC(C(=O)Nc1ccc(Br)cc1)c1ccc(Cl)cc1 (stereo unspecified) | 10 | 15 | 0.2 | -3 | 8 | -1
8 | CC(OC(=O)CC1CC2CCC1C2)C(=O)Nc1ccc(N2CCOCC2)cc1 (stereo unspecified) | 7 | 12 | 0.4 | -4 | 11 | -2
9 | CCOc1cc(C(=O)Nc2nnc(CC)s2)ccc1OCC(=O)N1CCOCC1 | 19 | 27 | -0.6 | -4 | 12 | -1
10 | CCOc1ccc2ccccc2c1C(=O)Nc1cc(=O)n(C)c(=O)n1C | 2 | 16 | 0.6 | -11 | 23 | -8
11 | CCOC(=O)/C(=N\O)C1=NC(C)(C)Cc2ccccc21 | -2 | 11 | . | 0 | 6 | 1
12 | O=C(CNC(=O)c1ccc(F)cc1)N/N=C/c1cc(Br)ccc1OCc1ccccc1 | 8 | 3 | 0.4 | 0 | 14 | 0

nr | RGS7-Gao | Bcl-W Bim block | Bim-Bcl-2 | RGS4-Gao reg | Bim-Bcl-B
1 | 97 | -3 | -9 | 99 | -6
2 | 97 | 2 | -7 | 99 | -1
3 | 103 | -2 | 0 | 101 | -3
4 | 99 | -2 | 0 | 101 | -3
5 | 97 | -3 | 0 | 94 | -1
6 | 99 | -2 | 0 | 87 | 2
7 | 78 | 0 | -1 | 88 | -1
8 | 100 | 0 | 0 | 100 | 1
9 | 106 | 0 | -2 | 108 | 5
10 | 101 | -9 | -9 | 102 | -12
11 | 103 | 1 | 1 | 101 | -2
12 | 106 | -1 | 0 | 108 | -1

# Overlap with the part before: three compounds; new compounds follow.
nr | compound | ABCG2 block | GSH bead fluor | ABCB1 block | Bim-Bfl-1 | Avidin bead fluor | Bcl-XL Bim block
10 | CCOc1ccc2ccccc2c1C(=O)Nc1cc(=O)n(C)c(=O)n1C | 2 | 16 | 0.6 | -11 | 23 | -8
11 | CCOC(=O)/C(=N\O)C1=NC(C)(C)Cc2ccccc21 | -2 | 11 | . | 0 | 6 | 1
12 | O=C(CNC(=O)c1ccc(F)cc1)N/N=C/c1cc(Br)ccc1OCc1ccccc1 | 8 | 3 | 0.4 | 0 | 14 | 0
13 | O=S(=O)(NCc1ccc2c(c1)OCO2)c1ccc2c(c1)oc1ccccc12 | 0 | 13 | 0.6 | -5 | 23 | -2
14 | Cc1cccc(NC(=O)COC(=O)Cc2c[nH]c3ccccc23)c1C | 4 | 11 | 0.1 | -1 | 4 | 0
15 | O=c1c2ccc([N+](=O)[O-])cc2ncn1Cc1ccccc1C(F)(F)F | 1 | 9 | 0.1 | 0 | 13 | 14
16 | CCn1c(COc2ccccc2)nnc1SCC(=O)Nc1ccc2c(c1)OCCO2 | 27 | 31 | 1.7 | 7 | 13 | -6
17 | Nc1c(C(=O)NCCN2CCOCC2)c2nc3ccccc3nc2n1-c1cccc(F)c1 | 1 | 48 | 0.8 | -7 | 36 | -2
18 | CCOC(=O)C1CN(c2cc3c(cc2F)c(=O)c(C(=O)O)cn3CC)OC1C(=O)OCC (stereo unspecified) | 8 | 30 | -2.5 | -2 | 7 | -2
19 | CCCNc1ncnc2onc(C)c12 | 1 | 15 | 0.8 | -1 | 20 | -2
20 | CCOC(=O)c1ccc(NC(=O)COc2ccccc2OC)cc1 | 8 | 19 | 1.1 | 0 | 10 | 0
21 | O=C(COC(=O)CCSc1ccc(Cl)cc1)NCCc1ccccc1 | 2 | 11 | 0.4 | -10 | 13 | -7
22 | COC(=O)c1ccc(-c2n[nH]c(=O)c3ccccc23)cc1 | 20 | 22 | 0.2 | -21 | 26 | -8
23 | CCOC(=O)c1c(C)[nH]c(C)c1C(=O)COc1ncnc2cc([N+](=O)[O-])ccc12 | 2 | 3 | 0.3 | 0 | 26 | 13
24 | N#Cc1nc(N2CCCCC2)nc(N2CCOCC2)n1 | 0 | 68 | 0.1 | -8 | 9 | -9

nr | RGS7-Gao | Bcl-W Bim block | Bim-Bcl-2 | RGS4-Gao reg | Bim-Bcl-B
10 | 101 | -9 | -9 | 102 | -12
11 | 103 | 1 | 1 | 101 | -2
12 | 106 | -1 | 0 | 108 | -1
13 | 99 | 0 | -4 | 97 | -4
14 | 99 | -2 | 0 | 100 | -4
15 | 101 | 10 | 4 | 100 | 8
16 | 95 | -7 | 0 | 97 | -3
17 | 103 | -5 | -7 | 101 | -5
18 | 96 | -2 | -1 | 100 | -3
19 | 116 | 0 | -1 | 103 | 0
20 | 102 | 0 | 0 | 103 | -1
21 | 98 | -2 | -6 | 101 | -6
22 | 101 | -4 | -12 | 98 | -6
23 | 96 | 6 | 4 | 98 | 13
24 | 100 | 1 | -5 | 102 | -6

# Seven compounds picked at random from those above:
nr | compound | ABCG2 block | GSH bead fluor | ABCB1 block | Bim-Bfl-1 | Avidin bead fluor | Bcl-XL Bim block
22 | COC(=O)c1ccc(-c2n[nH]c(=O)c3ccccc23)cc1 | 20 | 22 | 0.2 | -21 | 26 | -8
14 | Cc1cccc(NC(=O)COC(=O)Cc2c[nH]c3ccccc23)c1C | 4 | 11 | 0.1 | -1 | 4 | 0
24 | N#Cc1nc(N2CCCCC2)nc(N2CCOCC2)n1 | 0 | 68 | 0.1 | -8 | 9 | -9
13 | O=S(=O)(NCc1ccc2c(c1)OCO2)c1ccc2c(c1)oc1ccccc12 | 0 | 13 | 0.6 | -5 | 23 | -2
19 | CCCNc1ncnc2onc(C)c12 | 1 | 15 | 0.8 | -1 | 20 | -2
21 | O=C(COC(=O)CCSc1ccc(Cl)cc1)NCCc1ccccc1 | 2 | 11 | 0.4 | -10 | 13 | -7
20 | CCOC(=O)c1ccc(NC(=O)COc2ccccc2OC)cc1 | 8 | 19 | 1.1 | 0 | 10 | 0

nr | RGS7-Gao | Bcl-W Bim block | Bim-Bcl-2 | RGS4-Gao reg | Bim-Bcl-B
22 | 101 | -4 | -12 | 98 | -6
14 | 99 | -2 | 0 | 100 | -4
24 | 100 | 1 | -5 | 102 | -6
13 | 99 | 0 | -4 | 97 | -4
19 | 116 | 0 | -1 | 103 | 0
21 | 98 | -2 | -6 | 101 | -6
20 | 102 | 0 | 0 | 103 | -1

# New compounds follow
nr | compound | ABCG2 block | GSH bead fluor | ABCB1 block | Bim-Bfl-1 | Avidin bead fluor | Bcl-XL Bim block
25 | Cc1ccccc1-n1nnc2c(=O)oc3ccccc3c21 | 5 | 24 | 0.7 | -8 | 23 | -2
26 | CN(CCOC(=O)c1ccc2c(c1)OCO2)C(C)(C)C | 0 | 60 | -0.2 | -8 | 24 | -2
27 | CCCCCCOc1ccc(N2C(=O)CC(N3CCN(CCN=CC4=C(O)CC(C)(C)CC4=O)CC3)C2=O)cc1 (stereo unspecified) | 0 | 16 | 0.0 | -10 | 13 | 0
28 | CCOC(=O)C1=C(N)c2ccccc2CC1C(C)C (stereo unspecified) | 8 | 12 | 0.7 | -2 | 6 | -5
29 | O=C(CSc1nc2ccccc2c(=O)n1-c1ccccc1Cl)Nc1cccc(S(=O)(=O)N2CCOCC2)c1 | -2 | 15 | -0.1 | -3 | 5 | -5
30 | O=C(Oc1ccc(N2C(=O)CCC2=O)cc1)c1ccccc1Cl | 1 | 6 | 0.1 | 0 | 5 | 0
31 | CCOCCCNC(=O)c1ccc(OC(C)=O)cc1 | 1 | 12 | 0.4 | -1 | 39 | 1
32 | CC1(C)C(=O)Nc2ccccc2N1C(=O)COc1ncnc2ccccc12 | -1 | 36 | -0.1 | -12 | 6 | 0
33 | Cc1cccc(-c2c3c(=O)n(C)c(=O)n(C)c3cn2CC2CCCO2)c1 (stereo unspecified) | 3 | 261* | 0.9 | -11 | 6 | -6
34 | COc1cc(SC)ccc1C(=O)Nc1ccc2c(c1)OCO2 | 12 | 19 | 0.2 | -4 | 10 | 0
35 | CC(=O)Nc1ccc(S(=O)(=O)NNC(=O)c2cc3c4ccccc4n(C)c3s2)cc1 | 0 | 16 | 0.0 | 0 | 13 | -1
36 | Cc1ccc(NC(=O)C2CCN(S(=O)(=O)c3ccccc3)CC2)cc1 | 5 | 26 | 0.3 | -6 | 11 | -1

nr | RGS7-Gao | Bcl-W Bim block | Bim-Bcl-2 | RGS4-Gao reg | Bim-Bcl-B
25 | 102 | 0 | -10 | 99 | -7
26 | 97 | -1 | -3 | 95 | -5
27 | 100 | 0 | -3 | 98 | -3
28 | 96 | -2 | -7 | 95 | -3
29 | 92 | -4 | -4 | 93 | -4
30 | 99 | -1 | 0 | 101 | -1
31 | 102 | -1 | -3 | 103 | -1
32 | 103 | 0 | -7 | 100 | -7
33 | 99 | 0 | -6 | 84 | -5
34 | ? | -3 | -3 | 101 | -3
35 | 103 | 0 | -1 | 99 | -3
36 | 99 | -2 | 0 | 99 | -3

# Other results
nr | compound | ABCG2 block | GSH bead fluor | ABCB1 block | Bim-Bfl-1 | Avidin bead fluor | Bcl-XL Bim block
37 | O=C(Cn1nnc(-c2ccc(CN3CCOCC3)cc2)n1)N(c1ccccc1)c1ccccc1 | 2 | 10 | -0.6 | -5 | 8 | -3
38 | Cc1oc(-c2ccc(Cl)cc2)nc1CN1CCC(C(=O)N2CCc3ccccc3C2)CC1 | -1 | 20 | -0.7 | -11 | 8 | -4
39 | COc1cc(C2C(C(N)=O)=C(C)Nc3nc(CCCO)nn32)cc(OC)c1OC (stereo unspecified) | 0 | 24 | 0.3 | -12 | 9 | -4
40 | CCCCNC(=O)Nc1nc(SCC(=O)OCC)n[nH]1 | 3 | 18 | 1.3 | -4 | 4 | 0

nr | RGS7-Gao | Bcl-W Bim block | Bim-Bcl-2 | RGS4-Gao reg | Bim-Bcl-B
37 | 92 | -1 | -3 | 97 | -4
38 | 99 | 1 | -8 | 102 | -6
39 | 98 | 1 | -7 | 99 | -5
40 | 95 | 0 | 0 | 99 | -2
